Compound activity deposited in PubChem BioAssay by National Center for Advancing Translational Sciences (NCATS).
TDP1 block – qHTS Assay for Inhibitors of Tyrosyl-DNA Phosphodiesterase (TDP1). Tyrosyl-DNA phosphodiesterase 1 (Homo sapiens), Q9NUW8. recombinant TDP1, AlphaScreen DNA substrate cleavage. Potency, µM (doses to about 130 µM), without a hit: top-dose activity change, negative = inhibition, actives largely listed as inhibitors. actives 0.28% (n = 350,000); further: nearly all actives have a fitted effect of over 40% in size
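E. coli-derived human Tdp1, 1 nM final. Cpd preinc 15 min RT; substrate 15 nM final, 5 min RT; AS bead mix 10 ug/ml final, 10 min RT. Signal loss = tyrosine-FITC cleavage. No-enzyme wells = max signal.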
N370S GC – qHTS Assay for Inhibitors and Activators of N370S glucocerebrosidase as a Potential Chaperone Treatment of Gaucher Disease; Lysosomal acid glucosylceramidase (Homo sapiens), P04062; N370S GC spleen homogenate, 4MU-glucoside fluorescence; Potency, µM (titrated, usually from 59.4 µM), for inactives: top-dose activity change, negative = inhibition, most hits filed as inhibitors; actives 0.092% (n = 330,000); AID 2101, 2009;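 further: 0% = full enzyme activity and -100% = no enzyme basal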
FEN1 inhibitor – qHTS Assay for the Inhibitors of Human Flap endonuclease 1 (FEN1) | Recombinant FEN1 flap cleavage, fluorescence, 15 min | Potency, µM (titrated, usually from 114 µM), for the others: at the highest dose activity change, negative = inhibition, usual class: inhibitors | actives 0.35% (n = 390,000) | AID 588795, 2011; further: nearly all actives have a fitted effect of over 65% in size
Target sequence (P39748 whole entry, looked up): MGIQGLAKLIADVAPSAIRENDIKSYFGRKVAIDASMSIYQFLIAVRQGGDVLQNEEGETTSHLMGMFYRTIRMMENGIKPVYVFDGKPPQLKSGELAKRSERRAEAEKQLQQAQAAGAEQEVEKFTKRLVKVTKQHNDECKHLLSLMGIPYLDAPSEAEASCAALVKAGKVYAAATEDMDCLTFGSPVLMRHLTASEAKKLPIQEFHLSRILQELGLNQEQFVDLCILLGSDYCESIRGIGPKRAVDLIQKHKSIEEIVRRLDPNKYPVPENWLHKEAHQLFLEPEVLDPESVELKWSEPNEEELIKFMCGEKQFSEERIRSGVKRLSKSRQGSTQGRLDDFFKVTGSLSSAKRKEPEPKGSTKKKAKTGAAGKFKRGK
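FEN1 at 10 nM preincubated with compounds 15 min at room temperature, then flap DNA substrate added at 50 nM final. Signal read at 0 and 15 min; concentration-response fitted with four-parameter Hill equation.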
* = called active by the depositor; ? = inconclusive; nt = no result given; & = joins results of further samples; [ ] = another dose, or the depositor's remark. The call rests on the fitted dose curve; in most records, active means well fitted curve in the direction sought with a large enough effect; inconclusive means small, poorly fitted or top-dose-only effect, or another doubt; inactive means no such curve, though single readings can be large; an effect the other way counts as inactive or inconclusive. Unless noted, on the % scale 0 is the no-effect control and ±100 the full control effect; potency means the concentration at half of the fitted maximal effect.

SMILES | TDP1 block | N370S GC | FEN1 inhibitor
O=C1CCCCC1C(Nc1ccc(Br)cc1)c1ccccc1 (stereo not given) | 7% | 22% | -12%
Cc1nn(-c2ccccn2)c(N)c1N=O | 5% | 1% | -9%
O=C(Nc1ccc2[nH]ccc2c1)c1cccs1 | nt | 14% | 19%
CCCS(=O)(=O)c1nc(S(=O)(=O)c2ccc(Cl)cc2)c(N2CCC(O)CC2)s1 | 5% | -2% | -6%
Cc1cccc(OCCn2c(CCCO)nc3ccccc32)c1 | 4% | -6% | 3%
Cn1c(SCC(=O)Nc2ccccc2Oc2ccccc2)nnc1C1CC1 | 0% | nt | -8%
CCCCS(=O)(=O)c1oc(-c2ccc(F)cc2)nc1S(=O)(=O)c1ccc(C)cc1 | 6% | nt | -16%
Cc1ccc(Cn2c(C(=O)Nc3ccc(Cl)cc3)cc3sccc32)cc1 | 1% | nt | 6%
CCCOC(=O)c1c(-c2ccc(OC)cc2)oc2ccc(-c3ccc(OC)nc3)cc12 | nt | -5% | -5%
O=c1c(-c2ccc(O)cc2)coc2c(C3O[C@H](CO)[C@@H](O)[C@H](O)[C@H]3O)c(O)ccc12 (stereo not given in full) | nt | -2% | 4%

The final two records of the part before are carried over, then new ones follow:
SMILES | TDP1 block | N370S GC | FEN1 inhibitor
CCCOC(=O)c1c(-c2ccc(OC)cc2)oc2ccc(-c3ccc(OC)nc3)cc12 | nt | -5% | -5%
O=c1c(-c2ccc(O)cc2)coc2c(C3O[C@H](CO)[C@@H](O)[C@H](O)[C@H]3O)c(O)ccc12 (stereo not given in full) | nt | -2% | 4%
COc1ccc(OC)c(NC(=O)c2oc(=O)c3ccccc3c2-c2ccccc2)c1 | 5% | nt | 8%
O=C(OCCN1CCOCC1)c1ccc(Cl)cc1Cl | nt | -13% | -3%
COc1cccc(OC)c1NC(=O)CN(C)S(=O)(=O)c1ccc2c(c1)OCCO2 | 8% | 2% | -2%
COc1cccc2c1OCC(C(=O)NCc1ccc(Cl)cc1Cl)=C2 | 4% | 14% | -20%
Cc1onc(-c2c(F)cccc2Cl)c1C(=O)Nc1cccc(S(=O)(=O)N2CCOCC2)c1 | -1% | nt | 3%
COC(=O)c1ccccc1NC(=O)CSc1n[nH]c(-c2cccnc2)n1 | 1% | -20% | 2%
O=C(O)c1ccc(N=C2SCC(=O)N2Cc2ccccc2)cc1 | -2% | -9% | -1%
CC(C)(C)c1ccc(S(=O)(=O)/C=C/C#N)cc1 | 17%[56.1 µM] | -7% | ?
CCCCNC(=O)C1CCC(Cn2c(=O)c3sccc3n(CC(=O)Nc3ccccc3)c2=O)CC1 (stereo not given) | 6% | nt | 19%
CCOc1ccccc1C1C2CCCCC2(O)CCN1C(=O)c1cccs1 (stereo not given) | -3% | 23% | -3%
CCOc1ccc(CN2CCc3nc(Nc4ccc5c(c4)OCCO5)ncc3C2)cc1 | 14% | nt | -11%
C=CCSc1nnc(-c2cccc3ccccc23)o1 | 3% | nt | -3%
CC(=O)Nc1ccc(S(=O)(=O)NNC2=NS(=O)(=O)c3ccccc32)cc1 | -5% | 1% | 5%
Cc1cc(Nc2c(C#N)c(N)nn2C)ccc1F | -2% | 5% | -12%
CCCCNC(=S)N(C)/N=C/c1ccc(F)cc1 | 1% | 12% | 2%
CC(=O)c1c(C)oc2ccc(NS(=O)(=O)c3ccc(O)c(C(=O)O)c3)cc12 | 4% | -11% | -4%
CC(C)c1nc(N(C)S(C)(=O)=O)nc(-c2ccc(F)cc2)c1/C=C/C(O)CC(O)CC(=O)O (stereo not given) | 6% | -12% | nt
COc1ccccc1C(=O)Nc1ccc(N2CCN(C(C)=O)CC2)cc1 | 2% | -3% | -19%
COCCN(C(=O)CSc1nnc(-c2cccc(F)c2)n1N)c1c(N)n(CC(C)C)c(=O)[nH]c1=O | 1% | -2% | -6%
O=C(CN1C(=O)COCC1=O)N1CCOCC1 | 0% | 3% | -1%

Profiles, quoted from the list:
CCOc1ccc(CN2CCc3nc(Nc4ccc5c(c4)OCCO5)ncc3C2)cc1 across the screens: TDP1 block: 14%; N370S GC: nt; FEN1 inhibitor: -11%
COc1ccccc1C(=O)Nc1ccc(N2CCN(C(C)=O)CC2)cc1 across the screens: TDP1 block: 2%; N370S GC: -3%; FEN1 inhibitor: -19%
CC(=O)c1c(C)oc2ccc(NS(=O)(=O)c3ccc(O)c(C(=O)O)c3)cc12 across the screens: TDP1 block: 4%; N370S GC: -11%; FEN1 inhibitor: -4%

Additional results
SMILES | TDP1 block | N370S GC | FEN1 inhibitor
CC(=O)c1ccc(N2CCN(C(=O)C3CCN(S(=O)(=O)c4c(C)noc4/C=C/c4ccccc4F)CC3)CC2)cc1 | 3% | nt | -9%
COC(=O)CSC1=C(C#N)C(c2ccc3c(c2)OCO3)C2=C(CCCC2=O)N1 (stereo not given) | 2% | 1% | -12%
Cc1ccc(NC(=O)c2ccc(OCC3CCCO3)cc2)nc1 (stereo not given) | 0% | -2% | 5%
O=c1[nH]c(CN2CCN(c3ncccn3)CC2)nc2c(Br)cc(Br)cc12 | nt | -3% | -12%
O=C(c1cc2ccccc2c(=O)o1)N1CCCC1 | -1% | 10% | nt
CC1CCCCN1C(=O)COC(=O)C1CCN(S(=O)(=O)c2c(Cl)cccc2Cl)CC1 (stereo not given) | 0% | -3% | 2%
COc1ccc(NC(=O)C(c2ccc(C)cc2)N(C)C(=O)CNC(C)=O)cc1 (stereo not given) | 2% | -1% | -12%
O=c1c2cc(O)c(O)cc2oc2cc(O)c(C3OC(CO)C(O)C(O)C3O)c(O)c12 (stereo not given) | 13% | -1%&-6% | -17%
Cc1nnc(CN(C)C(=O)c2cc(COc3ccc(C)c(C)c3)on2)o1 | 3% | 2% | 4%
C(=C\c1nc(-c2ccccc2)oc1Nc1ccc2ccccc2c1)/c1ccccc1 | 6% | -17% | nt
CC(C)CC(=O)Nc1ccc(Oc2ccc3c(c2)C(=O)NC3=O)cc1 | 0% | -6% | 21%
CCc1ccc(NC(=O)CCCn2nc(CC)n3c(cc4occc43)c2=O)cc1 | 4% | -1% | -11%
N#C/C(=C\c1ccc(OCc2ccccc2)cc1)C(=O)Nc1ccc(C(=O)O)cc1 | 45µM* | -12% | -5%
COc1ccc(NS(=O)(=O)c2ccc3[nH]c(=O)ccc3c2)cc1OC | 9% | nt | -4%
CN(CC(=O)Nc1ccccc1Sc1ccccc1)C1CCCCC1 | -3% | -2% | -12%
Cc1cc(CNC(=O)c2cccc(OC3CCN(S(=O)(=O)N(C)C)CC3)c2)on1 | 4% | 0% | 5%
S=C(NC1CCCC1)N1CCN(c2ccc(Cl)cc2)CC1 | 5% | 1% | -20%
Cc1ccc(-c2nn(CC(=O)NCc3ccccn3)c(=O)c3ccccc23)cc1S(=O)(=O)N(C)C | 7% | -19% | -10%
Cc1ccccc1Oc1nnc(-c2cccs2)c2ccccc12 | 0% | ? | -22%
CCC(C)N(C(=O)CSc1nnc(NC(C)C)s1)C1CCS(=O)(=O)C1 (stereo not given) | -16% | -5% | -1%
C[N+]1(CC(O)COCC2COc3ccccc3O2)CCOCC1 (stereo not given) | -2% | 6% | 11%
Cc1cccc(NC(=O)Cn2c(=O)n(CC3CCCO3)c(=O)c3ccccc32)c1 (stereo not given) | -7% | 5% | 3%
Cc1cc(C(=O)N/N=C/c2ccncc2)c(C)o1 | 2% | -2% | 9%
Cc1noc(C)c1COC(=O)COc1ccc(-c2ccccc2)cc1 | -9% | -15% | 0%
C=CCn1c(C(C)NC(=O)c2ccc(C)cc2)n[nH]c1=S (stereo not given) | 0% | ? | -1%
COCc1cc(CN2CCCC(CNC(=O)c3ccc(F)cc3)C2)ccc1OC (stereo not given) | nt | -1% | -7%
CC(=O)c1cc(OC(=O)c2ccncc2)ccc1OC(=O)c1ccncc1 | -10% | -2% | -1%
COc1ncc(-c2ccc3c(c2)S(=O)(=O)c2cccc(C(=O)O)c2C3=O)cn1 | 0% | nt | -20%
O=C(Nc1nc2c(Cl)c(Cl)ccc2s1)C1CC1 | nt | 0% | -12%
CO[C@H]1COC(=O)C/C=C\[C@H](C)[C@@H](OC)COC(=O)[C@H](C)COC(=O)C/C=C\[C@@H]1C | 8%[21 µM] | 2%[12.8 µM] | nt
COc1ccc(-c2cn3cccnc3n2)cc1Br | -1% | ? | 3%
CCCCn1c(N)c(N2CCOCC2)c(=O)n(CC(=O)NC(C)c2ccccc2)c1=O (stereo not given) | 9% | 0% | -1%
O=C(Nc1ccc(Br)cc1)c1ccc(Br)c(S(=O)(=O)NCc2ccccc2)c1 | 6% | nt | -20%
Cc1ccc(OCC(=O)N/N=C\c2ccncc2)c(C)c1 | 0% | -10% | -13%
CCN(CC)S(=O)(=O)c1ccc(NC(=O)C2CCCO2)cc1 (stereo not given) | 2% | 3% | -1%
COc1ccc(CNC(=O)c2cc3c(=O)[nH]c4ccccc4c3n2C)cc1 | 3% | 1% | 20%
Cc1cc(NCc2ccc(F)cc2Cl)n2nnnc2n1 | 5% | -11% | -3%
CCOc1ccc(Oc2c(C)oc3cc(O)ccc3c2=O)cc1 | 5% | 5% | 2%
CCN1CCN(C(=O)C(C)Sc2nnc3nc(C)cc(C)n23)CC1 (stereo not given) | 1% | nt | -14%
NC1=Nc2cccc3cccc1c23 | 7% | 6% | 2%
COCCCN(CCC#N)C(=O)c1c(-c2c(Cl)cccc2Cl)noc1C | 3% | 4% | -5%
COC(=O)C(NC(=O)CCc1c(C)nc2c(c(C)nn2-c2ccccc2)c1C)C(C)C (stereo not given) | 3% | -20% | -3%&0%
COc1ccc(N2CCN(C(=O)c3cccc4nc(C)oc34)CC2)cc1 | 6% | 7% | -7%
COc1ccc(CCNS(=O)(=O)CCNC(=O)c2ccccc2)cc1 | nt | -7% | -4%
COc1ccccc1NC(=O)Cn1c(=O)n(CCc2ccccc2)c(=O)c2sc3ccccc3c21 | 1% | nt | -6%
CCSCc1nnc(SCC(=O)Nc2nc(C)cs2)n1C | 3% | 6% | nt

By substructure: those above with two or more sulfur atoms
SMILES | TDP1 block | N370S GC | FEN1 inhibitor
CCCS(=O)(=O)c1nc(S(=O)(=O)c2ccc(Cl)cc2)c(N2CCC(O)CC2)s1 | 5% | -2% | -6%
CCCCS(=O)(=O)c1oc(-c2ccc(F)cc2)nc1S(=O)(=O)c1ccc(C)cc1 | 6% | nt | -16%
CC(=O)Nc1ccc(S(=O)(=O)NNC2=NS(=O)(=O)c3ccccc32)cc1 | -5% | 1% | 5%
CCC(C)N(C(=O)CSc1nnc(NC(C)C)s1)C1CCS(=O)(=O)C1 (stereo not given) | -16% | -5% | -1%
CCSCc1nnc(SCC(=O)Nc2nc(C)cs2)n1C | 3% | 6% | nt
